JMJD2E inh = inhibitors of human JMJD2E histone demethylase | Potency, µM (top dose mostly 57.1 µM), for inactives: at the highest dose activity change, negative = inhibition, most hits filed as inhibitors | JMJD2E catalytic domain, FDH-coupled NADH fluorescence (FDH is formaldehyde dehydrogenase) | B2RXH2 | AID 2147 | hit rate 1.6% among 230,000; active = well fitted inhibition curve with a large enough effect, not every such curve was filed as active; inconclusive = small, poorly fitted or top-dose-only effect, or another doubt; inactive = no such curve, though single readings can be large or run the other way;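 also: 0% = wells with enzyme and -100% = buffer wells without enzyme; nearly all actives have a fitted effect of over 50% in size; many of its hits are not listed in these tables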
TexasRed fluor = counter-screen for TRb-SRC2 inhibitors: fluorescence interference; hit rate 0.29% among 280,000; Potency, µM (highest dose often 106 µM), without a hit: at the highest dose fluorescence change, negative = quenching; TRb/SRC2 Texas Red total fluorescence interference; active = well fitted curve in either direction with a large enough effect; inconclusive = small, poorly fitted or top-dose-only effect; also: % is scaled to controls: 0 for no effect and ±100 for the full control effect
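Human TRb ligand-binding domain at 0.6 uM with 20 nM Texas Red SRC2 peptide in Tris buffer containing 1 uM T3 and 5% DMSO, incubated with compound 5 h at ambient temperature. Total fluorescence (555/632 nm) calculated as parallel + 2 × perpendicular.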
RECQ1 helicase = RECQ1 (human) helicase inhibition; RECQ1 DNA unwinding, red fluorescence kinetic read; Potency, µM (top dose mostly 57.3 µM), for inactives: at the highest dose activity, negative = inhibition, most hits filed as inhibitors; hit rate 0.54% among 240,000; AID 2549;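 also: plate controls were vehicle for no effect and no enzyme for full effect; nearly all actives have a fitted effect of over 30% in size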
Target sequence (P46063 whole entry, looked up): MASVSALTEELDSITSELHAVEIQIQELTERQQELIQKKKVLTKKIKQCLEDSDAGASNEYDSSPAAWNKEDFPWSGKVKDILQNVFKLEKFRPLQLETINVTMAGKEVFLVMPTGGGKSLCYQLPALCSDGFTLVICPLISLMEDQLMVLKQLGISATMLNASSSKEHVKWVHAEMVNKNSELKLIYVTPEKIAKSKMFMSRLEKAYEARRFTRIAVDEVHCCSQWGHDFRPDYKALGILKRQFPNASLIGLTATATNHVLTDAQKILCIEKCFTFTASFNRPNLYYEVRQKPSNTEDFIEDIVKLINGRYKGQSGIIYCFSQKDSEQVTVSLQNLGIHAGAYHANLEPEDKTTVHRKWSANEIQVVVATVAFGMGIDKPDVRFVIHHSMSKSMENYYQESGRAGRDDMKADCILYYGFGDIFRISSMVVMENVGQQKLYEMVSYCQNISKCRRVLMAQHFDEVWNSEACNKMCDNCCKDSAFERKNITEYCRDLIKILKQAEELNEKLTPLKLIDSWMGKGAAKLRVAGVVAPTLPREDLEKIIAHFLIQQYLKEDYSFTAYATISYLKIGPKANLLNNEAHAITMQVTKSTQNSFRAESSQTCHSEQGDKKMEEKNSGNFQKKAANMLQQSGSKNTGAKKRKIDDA
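RECQ1T1 50 nM; forked duplex (20 bp + 30-nt ss tails) 200 nM, ATP 2 mM final; pH 8.0, 2 mM MgCl2, 2.5 ug/ml poly(dI-dC); 15 min compound preincubation; discontinuous kinetic read over 2 h at RT.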
TRb-SRC2 inh = inhibitors of human thyroid hormone receptor beta-SRC2 interaction | TRbeta-SRC2 peptide binding, fluorescence polarization; receptor liganded with 1 µM T3 | Potency, µM (top dose mostly 106 µM), inactives show top-dose activity change, negative = inhibition, actives largely listed as inhibitors | hit rate 0.065% among 280,000 | AID 1469;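 also: plate controls were bound peptide for no effect and peptide without receptor for full effect; nearly all actives have a fitted effect of over 50% in size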
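Binding of a 20-amino-acid Texas Red SRC2 peptide (20 nM) to TRb ligand-binding domain (0.6 uM) with agonist T3 at 1 uM was followed by fluorescence polarization after a 5 hr room-temperature incubation.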
ALDH1A1 block = ALDH1A1 (human) enzyme inhibition; P00352; Purified ALDH1A1, NADH fluorescence, propionaldehyde substrate; Potency, µM (doses to about 75.3 µM), without a hit: at the top dose activity, negative = inhibition, hits mostly inhibitors; hit rate 7.3% among 220,000; active = well fitted inhibition curve with a large enough effect, not every such curve was filed as active; inconclusive = small, poorly fitted or top-dose-only effect, or another doubt; inactive = no such curve, though single readings can be large or run the other way;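 also: plate controls were no enzyme wells and a reference inhibitor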
Target sequence (P00352 whole entry, looked up): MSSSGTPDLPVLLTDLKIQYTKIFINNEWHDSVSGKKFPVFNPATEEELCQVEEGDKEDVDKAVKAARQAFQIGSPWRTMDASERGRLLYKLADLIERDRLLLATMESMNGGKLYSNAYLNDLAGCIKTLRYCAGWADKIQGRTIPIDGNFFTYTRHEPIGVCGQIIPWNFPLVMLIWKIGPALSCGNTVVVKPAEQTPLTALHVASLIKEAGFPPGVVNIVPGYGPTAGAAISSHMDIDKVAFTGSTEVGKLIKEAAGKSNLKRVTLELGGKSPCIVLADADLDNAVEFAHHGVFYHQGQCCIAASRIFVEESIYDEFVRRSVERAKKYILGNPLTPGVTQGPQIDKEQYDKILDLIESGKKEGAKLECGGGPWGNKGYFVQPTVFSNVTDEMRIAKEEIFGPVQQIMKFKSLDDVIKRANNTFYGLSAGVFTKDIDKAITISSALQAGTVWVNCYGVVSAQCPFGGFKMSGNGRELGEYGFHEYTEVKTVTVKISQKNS
RGS12 GoLoco inh = blocks human Gai1 binding to RGS12 GoLoco peptide, red readout; P63096; Gai1:RGS12 GoLoco peptide FP, rhodamine, 10 min; Potency, µM (top dose mostly 61.6 µM), for inactives: at the highest dose activity, negative = inhibition, most hits filed as inhibitors; hit rate 0.44% among 230,000; AID 880; active = well fitted inhibition curve with a large enough effect, not every such curve was filed as active; inactive = no such curve, though single readings can be large or run the other way; also: % is scaled to controls: 0 for no effect and ±100 for the full control effect; nearly all actives have a fitted effect of over 30% in size; many of its hits are not listed in these tables
SMN2 splice up = increases expression of the SMN2 splice variant | hit rate 2.8% among 210,000 | HEK293 SMN2-luciferase splicing reporter, luminescence, 30-36 h | AID 1458 | Potency, µM (series often up to 46.1 µM), for the others: at the top dose activity change, positive = activation, usual class: activators; also: % of control where 0% means no effect; nearly all actives have a fitted effect of over 55% in size
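HEK293 cells carry an SMN2 minigene-luciferase reporter in which exon 7 inclusion puts luciferase in frame. Cells were seeded at 2000 cells/well, attached for 10-12 hours, then exposed to compounds for 30-36 hours at 37C before ONE-Glo luminescence.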
LMNA splice mod = changes lamin A minigene splicing in HeLa cells. hit rate 0.01% among 200,000. HeLa LMNA splicing GFP/RFP minigene ratio, 48 h. Potency, µM (titrated, usually from 46.1 µM), for inactives: at the highest dose ratio change, negative = inhibition, most hits filed as inhibitors; active = well fitted inhibition curve with a large enough effect in the signal ratio, with a control signal flat, not every such curve was filed as active; inconclusive = small, poorly fitted or top-dose-only effect, or effect the other way, or a change in a side signal; the % refers to the signal ratio; also: % is scaled to controls: 0 for no effect and ±100 for the full control effect
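S3 HeLa stable clones carrying a lamin A-EGFP splicing minigene plus DsRed2 were seeded at 600 cells/well in Opti-MEM with 2% FBS, pin-dosed and incubated 48 h at 37°C. Acumen cytometry (488 nm) gave the GFP/RFP total-intensity ratio.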
* hit, by the source's call; i = inactive; ? = inconclusive; . = not tested or not shown; & = joins results of further samples; [ ] = another dose, or the depositor's remark. Unless noted, calls follow the shape of the dose curve; as a rule, active = well fitted curve in the direction sought with a large enough effect; inconclusive = small, poorly fitted or top-dose-only effect, or another doubt; inactive = no such curve, though single readings can be large; an effect the other way counts as inactive or inconclusive. Potency is read from the fitted curve at half-maximal effect. This is a subset; rates above refer to the full screens.

SMILES | TexasRed fluor | RECQ1 helicase | LMNA splice mod | JMJD2E inh | TRb-SRC2 inh | SMN2 splice up | ALDH1A1 block | RGS12 GoLoco inh
C=CCn1c(=O)c2ccc(C(=O)NCc3ccccc3)cc2n(Cc2cccc(Cl)c2)c1=O | -2% | 3% | 11% | 12% | 1% | ? | -4% | -8%
Cc1ccc(OCCC(=O)N2CCN(c3ccc(O)cc3)CC2)cc1 | -1% | -5% | . | -26% | 1% | . | . | -16%
C=CCn1c(O)c(N=O)c2ccccc21 | 0% | -1% | . | -18% | -5% | . | . | -9%
CCOc1ccc(Oc2ccc(Cl)cc2N)cc1 | -2% | -12% | . | 7% | -4% | 3% | -5% | 7%
COC(=O)C1=C(N)Oc2cc(C)n(Cc3ccccc3)c(=O)c2C1c1ccccc1 (stereo not given) | -1% | -2% | 21% | -4% | -3% | -19% | -12% | -4%
c1cncc(-c2ccc3ncnc(NCCN4CCOCC4)c3c2)c1 | . | i | 1% | . | . | . | 7% | -7%
COc1cccc(NC(=O)Cn2c(=O)n(CCCC(=O)NCc3ccco3)c(=O)c3ccccc32)c1 | 2% | i | -10% | -18% | -18% | 6% | ? | 4%
CS(=O)(=O)N(CC(=O)N1CCc2ccccc2C1)Cc1ccccc1 | -2% | -6% | 9% | -2% | -10% | -2% | -4% | 8%
CCNC(=O)NC(=O)CSc1ccc(NC(C)=O)cc1 | -1% | i | 7% | 6% | -13% | 0% | 4% | -4%
O=C(COC(=O)c1ccccc1)Nc1cccc(S(=O)(=O)NC2=NCCCCC2)c1 | 0% | -5% | 1% | 2% | -4% | 1% | 6% | 0%
O=[N+]([O-])c1ccccc1OCCCNCc1ccccc1 | -1% | -1% | 3%[46 µM] | ? | 0% | 2% | -11% | 3%
Cc1cc(C)c(S(=O)(=O)N(C2=NCCS2)S(=O)(=O)c2c(C)cc(C)cc2C)c(C)c1 | 2% | -15% | 0% | 5% | 7% | 7% | -8% | 3%
CC(=O)N1CCC2(CC1)C(C#N)=C(N)Oc1n[nH]c(CSc3ccc(C)cc3)c12 | -1% | 1% | -7% | -11% | 4% | 7% | 10µM* | 9%
CS(=O)(=O)c1sc2nc(-c3ccccc3)cc(-c3ccccc3)c2c1N | 1% | 16% | -7% | ? | -10% | 2% | ? | 8%
CCC(=O)N1CCc2cc(S(=O)(=O)CCC(=O)Nc3ccc(C)c(F)c3)ccc21 | 1% | -6% | -5% | -1% | -9% | -15% | 3% | -3%
CC(=O)OCC(=O)[C@@]1(O)CC[C@H]2[C@@H]3CCC4=CC(=O)CC[C@]4(C)[C@@H]3C(=O)C[C@@]21C | -1% | i | . | . | 0% | . | 4% | -104%
O=C(c1cc(C(F)(F)F)cc(C(F)(F)F)c1)N1CCC[C@@]2(CCN(c3ccncc3)C2)C1 | . | -5% | . | . | . | -14% | 8% | 9%
O=C1CC(c2cccs2)Sc2nc3ccccc3n21 (stereo not given) | -2% | -1% | 5% | -5% | -8% | ? | ? | 3%
COc1ccc(N2CCN(c3nc4ccccc4nc3NS(=O)(=O)c3ccccc3)CC2)cc1 | -1% | -3% | -10% | -20% | -5% | ? | -4% | -16%
O=C(Cn1cncn1)NCc1cc(F)ccc1F | -1% | 0% | . | 5% | -3% | . | 5% | 3%
CC(C)(C)NC[C@H](O)c1ccc(O)c(CO)c1 | 0% | -3% | -8% | 8% | -2% | 20%[20.6 µM] | 0% | 3%
O=C(CSc1ncc(-c2ccc(F)cc2)[nH]1)Nc1cccc(O)c1 | -1% | i | -2% | 3% | -5% | . | ? | -7%
O=C(Cn1nnc(-c2ccccc2)n1)N1CCN(c2ccc(F)cc2)CC1 | -1% | -4% | 4%[9.22 µM] | -20% | -7% | 2% | -1% | -3%
O=c1nc(/C=C/c2ccc(-c3ccc(F)cc3)o2)cc(C(F)(F)F)[nH]1 | 8% | 23% | ? | -11% | 3% | -8% | -2% | 76%[activator]
OC1(c2cccnc2)CCN(Cc2nnnn2Cc2ccccc2)CC1 | -3% | -1% | ? | 2% | 7% | -7% | 16µM* | -13%
CCOC(=O)c1sc(NC(NC(=O)c2ccco2)(C(=O)OC)C(F)(F)F)nc1C (stereo not given) | 1% | -14% | 26% | -1% | -15% | -13% | 7% | -3%
COc1ccccc1N1CCN(S(=O)(=O)c2ccc(Cl)s2)CC1 | -3% | -8% | ? | -8% | 7% | -9% | 1% | 1%
Cn1ccnc1SCc1cc(=O)[nH]c2ccccc12 | -2% | 2% | -5% | -1% | -1% | 10% | 9% | 1%
CCOC(=O)CC1ON(C)C(=O)N1c1ccc([N+](=O)[O-])cc1 (stereo not given) | 2% | 15% | ? | 2% | -16% | 8% | 0% | -16%
N#Cc1c(/N=C/c2ccco2)sc2c1CCC2 | 0% | -1% | -16% | -5% | -5% | . | -5% | -6%
CC(C)CC(=O)NC(C)C(c1cccs1)N1CCOCC1 (stereo not given) | 2% | -8% | . | 3% | -2% | . | . | 5%
N#Cc1c(-c2cccc(Br)c2)cc(-c2cccnc2)nc1N | 1%[53 µM] | -1% | ? | ? | -4%[53 µM] | 10% | ? | 69%[activator]
O=[N+]([O-])c1c(C(Cl)Cl)nn(-c2ccccc2)c1N1CCOCC1 | -1% | 0% | -12%[46 µM] | -20% | 2% | . | -8% | 2%
Cc1ccc(N2C(=O)c3cccc(Oc4ccc(Cl)cc4)c3C2=O)c(C)c1 | 0% | -1% | ? | -4% | 1% | -42%[inhibitor] | -3% | 3%
O=C(Cc1cccs1)Nc1nnc(CCc2ccccc2)s1 | -2% | -5% | 2% | 11% | -7% | 15% | 0% | 6%
CCOC(=O)CSc1nnc(CNc2ccc(Cl)cc2)n1-c1ccccc1 | -10% | -11% | 12% | 3% | -3% | 3% | 10µM* | 5%
OCCN1CCN(Cc2nc(-c3cccc(Cl)c3)no2)CC1 | 1% | i | . | -4% | 1% | . | 3% | -10%
CC(C)CC(NC(=O)c1ccc(Cl)cc1)C(=O)O (stereo not given) | 1% | 0% | 1% | -5% | -3% | -7% | 19% | 4%
CC(C)(C)c1ccc(SCC(N)=O)cc1 | 0% | 7% | 12% | 2% | -6% | 2% | ? | 5%
Cc1ccc(CN(CC(=O)NCCc2ccccc2)C(=O)CCCC(=O)Nc2cc(C)on2)cc1 | -1% | -20% | 11% | 0% | 0% | ? | ? | 8%
COc1ccc(-c2coc3cc(O)cc(O)c3c2=O)cc1 | -6%&-2%&-3% | ? | ? | ? | -7%&-2%&-7% | 18µM* | -3%&-8% | 7%&6%&4%
NC(Cc1ccc(OC(F)F)cc1)C(=O)O (stereo not given) | -2% | -1% | . | -26% | 2% | . | . | 2%
CCOC(=O)c1cc2c(ccn2C)n1CC(=O)N1CCC(C)CC1 | -2% | -6% | 6% | -4% | 4% | -1% | 4% | 4%
O=C(CN1CCN(S(=O)(=O)c2ccccc2F)CC1)NC1CCCC1 | -1% | -4% | -5%[46 µM] | -10% | 6% | . | ? | 3%
CCNC(=S)NCCN1CCOCC1 | -2%[53 µM] | -34% | -6% | 3% | 0%[53 µM] | 7% | 15% | 10%
CCCCN1C2CCCC1CC(NC(=O)c1ccc(OC)c(OC)c1)C2 (stereo not given) | 0% | -1% | 2% | -5% | -1% | -4% | 7% | 0%
CCc1cc2ccc(C)cc2nc1SCC(=O)N1CCN(C(=O)c2ccco2)CC1 | 3% | -3% | -16% | 0% | -15% | 11% | 10µM* | -2%
CCCCN1Cc2cc(C(=O)c3cc(F)ccc3O)cnc2NC1=O | -1% | -6% | -23% | ? | -7% | -13% | ? | -9%
c1nc(Nc2ccc(N3CCOCC3)cc2)c2ccsc2n1 | -5% | 3% | . | 5% | 2% | . | 6% | 13%
CCOC(=O)C1(C)NC(c2ccc(N(C)C)cc2)C2C(=O)N(CC)C(=O)C21 (stereo not given) | -5% | -7% | -2% | 3% | 10% | -2% | 2% | -10%
O=C(NCCC1=CCCCC1)c1cc(-c2ccccn2)nc2ccccc12 | 1% | i | . | ? | -4% | -11% | 6% | 10%
O=C(Nc1ccc(F)cc1)Nc1sccc1-c1nc2ccccc2s1 | -2% | -6% | . | ? | 0% | . | . | 100%[activator]
S=C(Nc1cccc(Cl)c1)N(CCCN1CCCC1)Cc1cccn1Cc1ccc(Cl)cc1 | 2% | -4% | . | -4% | 1% | -97%[inhibitor] | ? | 3%
COc1ccc(/C=N/Nc2ncccc2[N+](=O)[O-])c(OC)c1 | -1% | i | . | -3% | 3% | 11µM* | ? | 9%
Cc1ccc(NC(=O)C2CCCN2C(=O)NCc2ccccc2)cc1 (stereo not given) | -2% | 7% | 1%[46 µM] | -8% | -1% | . | ? | 3%
Cc1cc(C)n2nc(CC(=O)NCc3ccc(F)cc3)nc2n1 | -2% | -2% | -6% | 7% | 5% | 2% | 7% | -10%
CCN(CC)CCCNC(=O)C1c2cc(OC)c(OC)cc2C(=O)N(C)C1c1cccs1 (stereo not given) | -3% | -17% | 12% | -3% | 0% | -1% | 17% | 5%

Three structures out of the list, arranged by SMILES length, lowest first.
SMILES | TexasRed fluor | RECQ1 helicase | LMNA splice mod | JMJD2E inh | TRb-SRC2 inh | SMN2 splice up | ALDH1A1 block | RGS12 GoLoco inh
Cn1ccnc1SCc1cc(=O)[nH]c2ccccc12 | -2% | 2% | -5% | -1% | -1% | 10% | 9% | 1%
c1nc(Nc2ccc(N3CCOCC3)cc2)c2ccsc2n1 | -5% | 3% | . | 5% | 2% | . | 6% | 13%
Cc1ccc(OCCC(=O)N2CCN(c3ccc(O)cc3)CC2)cc1 | -1% | -5% | . | -26% | 1% | . | . | -16%

Look-ups from above.
Result of NC(Cc1ccc(OC(F)F)cc1)C(=O)O (stereo not given) in TRb-SRC2 inh: 2%
Result of O=C(CN1CCN(S(=O)(=O)c2ccccc2F)CC1)NC1CCCC1 in JMJD2E inh: -10%
Result of CCc1cc2ccc(C)cc2nc1SCC(=O)N1CCN(C(=O)c2ccco2)CC1 in RGS12 GoLoco inh: -2%
Result of CCN(CC)CCCNC(=O)C1c2cc(OC)c(OC)cc2C(=O)N(C)C1c1cccs1 (stereo not given) in TRb-SRC2 inh: 0%

Screens from PubChem.
